E coli growth = E. coli V3065 growth inhibition, primary screen, counter-screen for AddAB inhibitor project, absorbance, OD600; inhibition, % at 11.9 µM; 18 h; AID 449728, 2010; 330,000 compounds, 0.27% hits;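 active = inhibition above the campaign's mean inhibition across all tested compounds plus 3 SD, cut at about 9.9% in these data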;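 also: uninfected addAB+ strain grown without phage in ampicillin broth; 0% = DMSO wells and 100% = ciprofloxacin 0.95 µg/ml wells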
SUMO Mot1 rescue = yeast Mot1-301 growth rescue at high temperature, primary screen, SUMOylation pathway inhibitor project, S. cerevisiae, ATP luminescence, 38.5C | AID 2716, 2010 | 320,000 compounds, 1% hits | S. cerevisiae Mot1-301 growth rescue; percent above DMSO median, 100 means doubled | growth rescue, % at 18.8 µM;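 active = every valid replicate shows activation above 250% relative to neutral control wells; inactive = the rest, any valid replicate at or below 250%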;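 also: OY570 slx delta 5 strain wells were the positive control but not used for scaling; some compounds called inactive have numbers as strong as hits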
Tat export inh = E. coli Tat export inhibitors, primary screen, MC4100, TorA-mCherry reporter, fluorescence, single point; AID 488895, 2010; 340,000 compounds, 0.036% hits; inhibition, % at 10 µM;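 active = mean replicate inhibition at least 50% and at least half of replicates individually reaching 50%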;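 also: exported cargo escapes ClpAP degradation while cytoplasmic cargo is degraded and loses fluorescence; 0% = median of neutral control wells and 100% = median of NaSCN control wells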
PKA-R2B activ = activators of PKA-R2B holoenzyme, primary screen, biochemical, fluorescence polarization, Cy5-IP20, human. cAMP-dependent protein kinase catalytic subunit beta (Homo sapiens) + cAMP-dependent …. PKA-R2B holoenzyme dissociation; R2B truncated from residue 108, S112A mutant; 0% DMSO only, 100% 113 µM cGMP. activation, % at 11.4 µM. 340,000 compounds, 0.079% hits. AID 504700, 2011;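 active = activation above a cutoff set at the mean over all compounds plus 3 SD, cut at about 18% in these data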;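 also: higher means more holoenzyme dissociation and a rise in polarization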
HTR5A inv ctr = HTR5A inverse agonists in luminescence cell assay, primary screen, counter-screen for OPRM1-OPRD1 heterodimer inverse agonist project, full-deck HTS. HTR5A cell line, inverse agonism. inhibition, % at 9.3 µM. AID 504634, 2011. 340,000 compounds, 0.083% hits. 5-hydroxytryptamine receptor 5A (Homo sapiens), P47898; in the data active = inhibition mostly above about 23%, no sharp cut-off; inactive = mostly below about 18%;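 also: 0% = cells with DMSO and 100% = no-cell wells with DMSO; some compounds called inactive have numbers as strong as hits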
Target sequence (P47898 whole entry, looked up): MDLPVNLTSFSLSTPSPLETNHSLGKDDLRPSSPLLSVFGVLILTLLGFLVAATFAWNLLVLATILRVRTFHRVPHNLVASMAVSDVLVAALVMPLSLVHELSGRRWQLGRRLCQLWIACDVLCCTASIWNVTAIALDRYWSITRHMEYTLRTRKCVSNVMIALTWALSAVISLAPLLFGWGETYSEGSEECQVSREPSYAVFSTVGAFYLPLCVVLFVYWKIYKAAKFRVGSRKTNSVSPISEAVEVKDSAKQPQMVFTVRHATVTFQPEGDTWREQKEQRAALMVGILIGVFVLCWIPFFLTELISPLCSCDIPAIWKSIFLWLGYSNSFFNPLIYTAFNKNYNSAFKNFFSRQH
PKA-R1A act = activators of PKA-R1A holoenzyme, primary screen, biochemical, fluorescence polarization, Cy5-IP20, bovine R1A, mouse PKAc; PKA-R1A dissociation; scaled: DMSO 0%, 113 µM cGMP 100%; activation, % at 11.4 µM; 340,000 compounds, 0.083% hits; AID 504707, 2011;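 active = percent activation above the mean of all tested compounds plus 3 SD, cut at about 19% in these data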;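 also: higher means more PKAc released from R1A so a rise in polarization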
DAGLB inh = DAGLB lipase inhibitors, primary screen, biochemical, fluorescence, HTS; inhibition, % at 5.17 µM; Diacylglycerol lipase-beta (Homo sapiens), Q8NCG7; 340,000 compounds, 0.059% hits; HEK293T DAGLB membrane lysate, EnzChek fluorogenic substrate; AID 504411, 2011; in the data active = inhibition above about 34%;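 also: 0% = enzyme with vehicle and 100% = wells lacking enzyme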
HTR5A ag = HTR5A agonists in luminescence cell assay, primary screen, counter-screen for OPRM1-OPRD1 heterodimer agonist project, full-deck HTS. cell-based. activation, % at 9.3 µM. 340,000 compounds, 0.61% hits. AID 504692, 2011; in the data active = activation mostly above about 9.5%, no sharp cut-off; inactive = mostly below about 7.6%;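 also: 0% = cells with vehicle only and 100% = reference agonist; strong numbers were not always called active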
phage Ecoli inh = growth loss of phage-infected E. coli, primary screen, RecBCD inhibitor project, absorbance, with phage, HTS. inhibition, % at 11.9 µM. 360,000 compounds, 0.26% hits. AID 651602, 2012; in the data active = inhibition above about 11%
AddAB inh = growth inhibition of E. coli expressing H. pylori AddAB, primary screen, AddAB inhibitor project, absorbance; inhibition, % at 11.9 µM; 330,000 compounds, 0.29% hits; in the data active = inhibition above about 12%;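 also: 0% = vehicle wells of infected cells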
CDK5 inh = inhibitors of human CDK5/p35 kinase, primary screen, biochemical, single concentration. Cyclin-dependent kinase 5 (Homo sapiens) + Cyclin-dependent kinase 5 activator 1 (Homo …. Recombinant CDK5/p35, ADP-Glo luminescence, 60 min. inhibition, % at 10 µM. 330,000 compounds, 0.01% hits. AID 488839, 2010;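 active = highest replicate inhibition of at least 50% and at least 75% of replicates reaching 50%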;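 also: plate controls were DMSO neutral control for no effect and GW8510 at 10 µM for full effect; many of its hits are not listed in these tables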
Target sequence (Q00535 whole entry, looked up): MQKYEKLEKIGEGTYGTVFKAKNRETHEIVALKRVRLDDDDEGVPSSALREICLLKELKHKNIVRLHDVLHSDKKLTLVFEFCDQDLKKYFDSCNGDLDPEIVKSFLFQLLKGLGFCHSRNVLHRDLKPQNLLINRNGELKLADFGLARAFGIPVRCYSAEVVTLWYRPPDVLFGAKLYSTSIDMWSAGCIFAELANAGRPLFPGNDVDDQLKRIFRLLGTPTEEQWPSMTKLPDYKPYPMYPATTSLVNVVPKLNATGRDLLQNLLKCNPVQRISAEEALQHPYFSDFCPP
Target sequence (Q15078 whole entry, looked up): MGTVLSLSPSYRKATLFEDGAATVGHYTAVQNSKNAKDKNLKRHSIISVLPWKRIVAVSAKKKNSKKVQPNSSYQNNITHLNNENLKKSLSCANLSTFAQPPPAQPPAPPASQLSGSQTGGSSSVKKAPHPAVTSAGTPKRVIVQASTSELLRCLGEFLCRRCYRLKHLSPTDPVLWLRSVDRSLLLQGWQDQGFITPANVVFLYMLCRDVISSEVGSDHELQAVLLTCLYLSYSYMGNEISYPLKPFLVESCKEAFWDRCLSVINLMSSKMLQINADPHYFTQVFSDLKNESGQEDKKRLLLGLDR
Active calls of the source: *; x = no result given.

molecule	E coli growth	SUMO Mot1 rescue	Tat export inh	PKA-R2B activ	HTR5A inv ctr	PKA-R1A act	DAGLB inh	HTR5A ag	phage Ecoli inh	AddAB inh	CDK5 inh
Cc1cc2nc3n(c2cc1C)CC1CC(C(=O)NCC2CC2)N(C)C31 (stereo not drawn)	2.0	440	-1	0	-3	3	-1	2	2.5	4.5	2.2
CC(=O)Nc1cc(-c2ccc(Cl)cc2)[nH]n1	-1.9	-26	6	-3	1	-12	0	0	0.6	3.2	9.5
CCCC1CCC(C(=O)Nn2cnc3ccccc3c2=O)CC1 (stereo not drawn)	0.9	15	10	-8	-20	2	2	-3	3.4	1.6	1.3
Cc1nc2ccccc2n1C(C)c1ccccc1 (stereo not drawn)	-0.6	-1	9	0	-2	-13	0	0	0.4	2.4	0.2
COc1ccc(NC(=O)CSc2nnc(NC(=O)c3ccc(S(=O)(=O)N4CCOCC4)cc3)s2)cc1	1.7	-8	-6	5	-18	10	-2	3	-0.2	3.1	-0.3
CC(=O)Nc1ccccc1-c1nc2ccc(C(=O)N3CCN(c4ccccc4)CC3)cc2[nH]c1=O	1.2	-1	-8	-9	-30	7	-1	12	1.0	0.5	0.3
Cc1nnc(NC(=O)c2ccc3ccccc3c2)s1	1.4	3	-3	-8	-27	-15	0	7	1.0	6.4	0.9
Cc1nc(N2CCN(S(=O)(=O)c3ccccc3C#N)CC2)c2c(-c3cccs3)csc2n1	1.8	11	-6	3	17	0	-2	0	4.6	-0.3	-1.0
Cc1cc(C(=O)Cn2nc(C(=O)O)c3ccccc3c2=O)c(C)n1-c1ccc(OC(F)F)cc1	-0.5	-28	8	6	5	-1	-4	-2	3.5	-0.6	-0.4
O=C(Nc1cccc(C(=O)N2CCN(c3ccccc3)CC2)c1)c1ccco1	1.8	1	-3	-4	-3	-7	-1	3	1.8	2.6	0.1
O=C(COC(=O)c1ccc2c(c1)C(=O)N(Cc1ccncc1)C2=O)Nc1ccccc1[N+](=O)[O-]	0.3	14	1	8	-1	3	2	4	0.3	-0.7	0.3
CC(C)(C)NC(=O)C(c1ccncc1)N(C(=O)CNC(=O)c1ccco1)c1ccc2c(c1)OCO2 (stereo not drawn)	2.3	1	0	5	14	-5	-1	2	0.2	0.8	1.3

Record cards, as listed above.
Record of `Cc1cc(C(=O)Cn2nc(C(=O)O)c3ccccc3c2=O)c(C)n1-c1ccc(OC(F)F)cc1` : E coli growth = -0.5; SUMO Mot1 rescue = -28; Tat export inh = 8; PKA-R2B activ = 6; HTR5A inv ctr = 5; PKA-R1A act = -1; DAGLB inh = -4; HTR5A ag = -2; phage Ecoli inh = 3.5; AddAB inh = -0.6; CDK5 inh = -0.4
Record of `O=C(COC(=O)c1ccc2c(c1)C(=O)N(Cc1ccncc1)C2=O)Nc1ccccc1[N+](=O)[O-]` : E coli growth = 0.3; SUMO Mot1 rescue = 14; Tat export inh = 1; PKA-R2B activ = 8; HTR5A inv ctr = -1; PKA-R1A act = 3; DAGLB inh = 2; HTR5A ag = 4; phage Ecoli inh = 0.3; AddAB inh = -0.7; CDK5 inh = 0.3

Continuation.
molecule	E coli growth	SUMO Mot1 rescue	Tat export inh	PKA-R2B activ	HTR5A inv ctr	PKA-R1A act	DAGLB inh	HTR5A ag	phage Ecoli inh	AddAB inh	CDK5 inh
CCOC(=O)C(=O)NN=C(c1ccccc1)c1ccccc1	-0.2	353	-4	3	-2	1	0	-3	0.2	4.4	2.7
CCOC(=O)c1c(NC(=O)Cn2c(C)nc3ccccc32)sc2c1CCC2	0.4	24	-2	2	x	-3	0	x	1.6	0.2	0.5
C(=NN=C1c2ccccc2-c2ccccc21)c1ccc2c(c1)OCO2	x	x	2	1	8	-8	-4	-2	2.4	x	0.8
Cc1nc(N/C(N)=N/S(=O)(=O)c2ccc([N+](=O)[O-])cc2)nc2ccccc12	-2.4	24	0	-12	-3	-2	-1	-1	3.2	-0.1	-0.6
COc1ccc(-c2csc(N(CC3CCCO3)C(=O)c3ccc(C)cc3)n2)cc1 (stereo not drawn)	-1.4	56	8	-7	15	0	-10	1	0.0	2.3	-0.4
COc1ccc(OCc2cccc(C(=O)Nc3cc(C)on3)c2)cc1	0.7	115	10	1	-6	8	-1	2	2.9	0.0	-2.0
CCN(CC)CCN(Cc1cc2cc3c(cc2[nH]c1=O)OCCO3)C(=S)NC	0.5	-10	-1	4	-1	-14	-3	0	-1.8	0.8	11
O=C(O)COc1ccc(S(=O)(=O)N2CCCC2)cc1	-2.2	6	-2	-2	12	-13	-2	-3	1.0	0.8	-1.7
COC1C/C(=N\O)C2OC(c3ccccc3)OCC2O1 (stereo not drawn)	-1.2	477	5	-5	-7	-5	5	2	2.0	0.2	1.4
COc1cnc(-c2ccccc2)c(-c2ccccc2)n1	-2.9	8	-4	-2	-8	2	-8	3	2.1	-0.2	-4.1
CCCSc1ccc([C@H]2N[C@@](Cc3ccccc3)(C(=O)OC)[C@H]3C(=O)N(CC)C(=O)[C@@H]23)cc1	-1.7	-22	-4	-4	-8	2	-6	-2	-0.4	2.5	1.8
CC(OC(=O)/C=C/c1ccco1)C(=O)NC1CCCCC1C (stereo not drawn)	0.5	-6	7	-9	0	-10	-1	0	2.1	2.4	-3.5
COc1cc(NC(=O)c2cccs2)c(OC)cc1NC(=O)CCC(=O)Nc1ccc2ncccc2c1	x	x	9	-2	-12	6	-2	5	4.9	x	0.9
CC(C(=O)NCCN1CCOCC1)c1ccc([N+](=O)[O-])cc1 (stereo not drawn)	-0.2	17	-1	-20	-4	4	-1	0	3.0	6.0	0.7
Cc1ccc(NC(=O)c2cnc(SCC(=O)NCC3CCCO3)n(C)c2=O)cc1C (stereo not drawn)	0.9	1	3	4	15	-5	-2	10	1.5	2.8	1.6
Cc1ccc(S(=O)(=O)NCC(=O)N2CCC(C)CC2)cc1	-0.7	-10	2	3	-16	0	-1	6	1.9	1.9	1.3
CCc1ccc(NC(=O)Cn2nc(C)c([N+](=O)[O-])c2C)cc1	1.9	-8	1	-5	11	0	-2	2	4.0	4.9	-2.4
CCN(CC)CCNCc1cc(Br)ccc1OCC(=O)NCc1ccccc1	-0.9	-12	1	-5	-12	-5	0	5	2.6	1.2	0.5
COc1cc2c(cc1O)CC[C@@H]1[C@@H]2CC[C@]2(C)[C@@H](O)CC[C@@H]12	-3.4	-14	2	-4	-49	-11	2	2	x	-2.9	0.3
CC1(C(=O)O)COC(c2ccc([N+](=O)[O-])cc2)OC1 (stereo not drawn)	-0.8	-2	-9	-8	-25	-1	0	-1	2.2	0.4	1.0
COc1ccc(C2=COc3ccccc3C(=O)N2)cc1	0.8	-24	-3	-2	-3	-14	-1	1	0.8	1.4	1.8
CCN1CCN(C(=O)CN(CC)S(=O)(=O)c2ccc(Cl)cc2)CC1	1.1	-9	-3	-8	-34	-8	3	3	1.2	1.3	-2.6
COc1c(N)c2ccccc2[nH]c1=O	-2.8	570	-12	7	-4	-11	-1	2	0.8	2.0	1.4
O=C(Nc1nc(-c2ccc(S(=O)(=O)N3CCCC3)cc2)cs1)C1COc2ccccc2O1 (stereo not drawn)	0.4	3	3	-7	-18	-6	-10	1	2.5	3.0	1.2

Sorted by the number under SUMO Mot1 rescue (lowest first): some entries from above.
SMILES | SUMO Mot1 rescue | Tat export inh | PKA-R2B activ | PKA-R1A act | DAGLB inh | phage Ecoli inh | CDK5 inh
Cc1ccc(S(=O)(=O)NCC(=O)N2CCC(C)CC2)cc1 | -10 | 2 | 3 | 0 | -1 | 1.9 | 1.3
CCc1ccc(NC(=O)Cn2nc(C)c([N+](=O)[O-])c2C)cc1 | -8 | 1 | -5 | 0 | -2 | 4.0 | -2.4
CCOC(=O)C(=O)NN=C(c1ccccc1)c1ccccc1 | 353 | -4 | 3 | 1 | 0 | 0.2 | 2.7

Remaining list, next part:
compound,E coli growth,SUMO Mot1 rescue,Tat export inh,PKA-R2B activ,HTR5A inv ctr,PKA-R1A act,DAGLB inh,HTR5A ag,phage Ecoli inh,AddAB inh,CDK5 inh
Cc1ccc(CN=C2NC(=O)C(CC(=O)NCCc3ccccc3)S2)cc1 (stereo not drawn),-2.9,10,8,-13,-1,-1,3,0,x,-0.1,-0.9
COc1cc(C(c2c(C)[nH][nH]c2=O)c2c(C)[nH][nH]c2=O)ccc1OCc1ccc([N+](=O)[O-])cc1,-0.5,-1,-11,-4,-4,5,3,2,0.4,-0.4,-0.3
O=C(COC(=O)c1c2ccccc2cc2ccccc12)Nc1ncc(C(F)(F)F)cc1Cl,0.8,19,-8,2,4,-11,-8,-3,0.2,4.1,1.4
Cc1ccc(-c2ccc(=O)n(CC(=O)Nc3cccc(C(=O)N4CCN(C)CC4)c3)n2)cc1,-1.8,-6,0,18,-22,6,-3,-1,2.1,0.0,0.1
CCN(CC)C(=O)CN(C)S(=O)(=O)c1cccc2nsnc12,2.3,44,3,-4,3,-6,1,0,3.5,3.7,0.3
O=C(NCCCN1CCOCC1)c1cc(-c2ccco2)nc2ccccc12,-0.3,8,7,-8,5,-8,1,-2,2.1,1.9,-0.1
C=CCN1c2ccccc2[C@]23C[C@@H](C(=O)OC)N(C(C)=O)C2=NC(C(=O)OC)=C(C(=O)OC)[C@H]13,-0.5,-1,3,-6,-8,5,3,2,1.3,2.1,0.1
CC(=O)NN1C(=O)/C(=C\c2ccc(O)cc2)SC1=S,1.2,38,30,-3,4,-6,0,-2,6.0,5.4,-3.8
CCN(CC(=O)Nc1ccc(C)c(F)c1)CC(=O)NC(C)C,-0.2,-4,5,-7,-54,-5,-3,0,0.0,0.6,1.0
CN1C(=O)CC(c2ccccc2)C1=O (stereo not drawn),0.0,8,0,-3,7,-15,0,-2,3.6,0.2,0.0
Cc1ccc(NC(=O)CSCC(=O)N(C)Cc2ccc(Cl)c(Cl)c2)cc1,-1.2,3,16,5,-20,-7,-3,8,2.7,0.7,-2.0
Cc1cccc2sc(N(CCCN(C)C)C(=O)CCc3ccccc3)nc12,-2.2,x,-2,-1,-33,0,-2,6,2.6,0.8,-3.1
Cc1ccc(S(=O)(=O)Cc2nnnn2-c2ccccc2)cc1,0.3,-1,-7,-8,-8,-2,-3,4,2.1,2.5,-0.1

Source: PubChem BioAssay
